Bioassay records: PubChem BioAssay, Sanford-Burnham Center for Chemical Genomics
EphA4 KYL inhibition = inhibitors of EphA4 binding to KYL peptide, primary screen, biochemical, colorimetric, mouse EphA4 (AID 689) | EphA4-AP binding to KYL peptide, pNPP A405; higher % means a stronger effect | 0.1% of 62,000 active | one-dose inhibition, % at 10 µM; IC50 in µM for titrated hits; in the data active = a potency from the dose series; inactive = the rest, 99 in 100 with inhibition below about 22%
Active calls of the source: *; & = joins results of further samples. The list is partial. The share of hits here may be higher or lower than overall.

Structure	EphA4 KYL inhibition
CCOC(=O)C(C)Oc1cc2oc(=O)cc(-c3ccccc3)c2cc1CC (centres undefined)	-1%
CC(C)(C)c1cc(=O)n2c(C#N)c(C#N)nc2[nH]1	-2%
O=C(CSc1ncccn1)NC(=O)NCc1ccccc1	-9%
Oc1ccc(-c2cn3c(n2)SCC3)cc1	4%
COc1ccccc1N1CCN(C(=O)c2c(-c3ccccc3)noc2C)CC1	-2%
Cc1cc(=S)[nH]c2ccccc12	2%
Oc1cc(Cc2ccccc2)cnc1CN1CCCCC1	4%
Cc1cccc(NC(=O)N2CCC(NC(=O)c3ccccc3C)CC2)c1	3%
CC1(C)Cc2ccccc2-c2nnc(SCC(=O)Nc3nc4ccccc4s3)n21	17%
NC(=O)SCC(=O)Nc1ccc(Cl)cc1	-9%
CN(C)c1ccc(CNc2ncc(Br)cc2Br)cc1	10%
O=C(CCC1CCCC1)N1CCN(C(=O)COc2ccccc2)CC1	-5%
CC1(C)CC(=O)C=C(Nc2ccccn2)C1	4%
CCOC(=O)C(C(=O)Nc1cccc(C)n1)C1CCCCC1 (centres undefined)	6%
CN(C)c1ccc(/C=N/NC(=O)c2ccc(Cl)cc2)cc1	-8%
CCOC(=O)CN(Cc1ccc(OC)c(OC)c1)S(=O)(=O)c1ccc(OC)cc1	-9%
Cc1cc(/C=N\NC(=O)CC(=O)NC2CCCCC2)c(C)n1-c1ccc(Cl)c(Cl)c1	-1%
Cc1oc(C(C)(C)C)cc1C(=O)NCC(=O)NCC(=O)O	1%
Cc1c(C(=O)CN2CCSCC2)c2ccccc2n1C	-14%
COC(=O)c1ccc2nc(NC(=O)CN3C(=O)CCC3=O)sc2c1	-3%
COc1ccc(-c2noc(CCC(=O)NC3CCN(Cc4ccccc4)CC3)n2)cc1	-20%
Cc1cccc(-n2ccnc2SCC(=O)Nc2nccs2)c1	-2%
O=C(CSc1nnc(Cc2ccccc2)o1)c1ccc(Cl)cc1	-6%
O=C(Oc1cccc(Br)c1)c1cccnc1	-8%
Cc1cc(C)c2nc(N3CCCN(C(=O)c4cnccn4)CC3)c(C#N)cc2c1	12%

Arranged by the number under EphA4 KYL inhibition (rising): some entries from above.
Structure	EphA4 KYL inhibition
CCOC(=O)C(C)Oc1cc2oc(=O)cc(-c3ccccc3)c2cc1CC (centres undefined)	-1%
Cc1cc(=S)[nH]c2ccccc12	2%
CN(C)c1ccc(CNc2ncc(Br)cc2Br)cc1	10%

New compounds follow:
Structure	EphA4 KYL inhibition
CCCn1nnc(NC(=O)c2cccc(OCC(C)C)c2)n1	-3%
COc1cc(C#CC#CCN2CCCCC2)ccc1O	15%
Cc1ccc2c3c1C(=O)C(=O)N3C(C)(C)CC2C (centres undefined)	-5%
CC(C)(C)C1CCc2c(sc(NC(=O)c3cc(C4CC4)on3)c2C#N)C1 (centres undefined)	0%
Cn1c(SCC(=O)Nc2ccccc2F)nnc1-c1ccc(S(=O)(=O)N2CCOCC2)cc1	-3%
Cc1cccc(OCC(=O)Nc2ccc(OCc3ccccc3)cc2)c1C	0%
COC(=O)c1cc(OC)cc([N+](=O)[O-])c1	-1%
Cc1ccc(-c2nc(N/N=C/c3ccncc3)c3ccccc3n2)cc1	12%
COc1ccc(NC(=S)NCCc2c[nH]c3ccc(OC)cc23)c(OC)c1	-8%
O=c1cc(-c2ccccc2)c2ccc(OCc3ccccc3F)cc2o1	-16%
O=C(c1ccc(CS(=O)(=O)c2cccc(C(F)(F)F)c2)o1)N1CCN(c2ccccn2)CC1	-16%
COc1ccccc1NC(=O)N(Cc1ccco1)Cc1cc2ccc(C)c(C)c2[nH]c1=O	-14%
Cc1cccnc1N(C(=O)Nc1ccccc1)C1=NCC(C)(C)S1	-8%
COc1ccc(C(C(=O)OCCN(C)C)c2ccccc2)cc1 (centres undefined)	-10%
CC1=Nn2c(nnc2-c2ccccc2Cl)SC1	-1%
COc1cccc(C(=O)N(CN2CCCC2=O)c2cccc(Cl)c2)c1	-2%
O=C1CCc2cc(S(=O)(=O)NC(Cc3ccccc3)C(=O)NC3CCCC3)ccc2N1 (centres undefined)	-5%
CN(C)c1ccc(CN2CCCCCC2)cc1	-8%
COc1cccc(-n2c(O)c(C(c3ccccn3)c3c(O)n(-c4cccc(OC)c4)c(=O)[nH]c3=O)c(=O)[nH]c2=O)c1	-12%
CCc1ccc(S(=O)(=O)NC(CC(=O)O)c2ccccc2)cc1 (centres undefined)	5%
C/C(Cl)=C/CSc1nc2c(c(=O)[nH]c(=O)n2C)n1C(C)C	-5%
O=C(O)C(CCCCN1C(=O)C2C3C=CC(C3)C2C1=O)N1C(=O)C2C3C=CC(C3)C2C1=O (centres undefined)	-7%
Cc1ccc(NC(=O)C2CCN(S(C)(=O)=O)CC2)cc1	-20%
COC(=O)c1ccc(C)c(NC(=O)CCSc2ccccc2)c1	0%
O=C(Nc1ccccc1C(=O)NC(Cc1c[nH]c2ccccc12)C(=O)O)c1ccco1 (centres undefined)	0%

Next part:
Structure	EphA4 KYL inhibition
CCCc1nnc(SCC(=O)N2C(C)CCCC2C)n1CCCOC (centres undefined)	-7%
Cc1ccc(CNC(=O)Cc2ccc(-c3ccccc3)cc2)cc1	3%
Cn1c(=O)c2c(SCC(=O)c3ccccc3)nc(C3CC3)nc2n(C)c1=O	-4%
O=C(N/N=C/C=C/c1ccccc1)c1cnccn1	0%
CCn1c(NCc2ccc3c(c2)OCO3)nc2ccccc21	-15%
CCN(CC)C(=O)/C(=C\c1ccc(Br)cc1)NC(=O)c1ccccc1OC	-2%
CC(=NC1CCN(Cc2ccccc2)CC1)c1c(O)[nH]c(=O)[nH]c1=O	-12%
Cn1c(SCC(=O)c2ccccc2F)nnc1C1CC1	-7%
COc1ccc(Nc2nc3c(c(=O)n(C)c(=O)n3C)n2CCO)cc1	-23%
CC(=O)N1CCc2cc(S(=O)(=O)CCC(=O)Nc3c(C)n(C)n(-c4ccccc4)c3=O)ccc21	-16%
Cc1ccc2nc3ccc(N4CCCCCCC4)nn3c(=O)c2c1	0%
COc1ccccc1S(=O)(=O)Cc1ccc(C(=O)NCc2cccs2)o1	-9%
CCCCc1c(O)nc(SCCN(C)C)n(-c2ccccc2)c1=O	-9%
CC(C)(C)c1nnc(NC(=O)c2cc(-c3ccccc3)nc3ccccc23)s1	-3%
COC(=O)c1cc(NC(=O)c2ccc(OC)cc2)cc(C(=O)OC)c1	6%
O=C(NC1CCCCC1)C(c1ccccc1)N(C(=O)c1cccs1)c1ccc2c(c1)OCO2 (centres undefined)	-18%
CC(C)(C)CC(=O)NC(=S)Nc1ccccc1C(F)(F)F	-7%
COc1ccc(Nc2ncnc3ccc(C)cc23)cc1	2%
Cc1ccc(S(=O)(=O)N2CCN(c3nc(C(C)C)c4c(c3C#N)CC(C)(C)OC4)CC2)cc1	-7%
Cc1ccc(S(=O)(=O)N2CCN(C(=O)C3CCCCC3)CC2)cc1	-7%
Cc1nnc(C)c2c(C)n(C(C)c3ccccc3)c(C)c12 (centres undefined)	6%
CC(CN1CCOCC1)OC(=O)c1ccc(Br)cc1 (centres undefined)	-9%
N#Cc1nc(N)nc(N(c2ccccc2)c2ccccc2)n1	-6%
O=C1CC(c2ccc(Cl)cc2)CC2=C1C(c1ccccc1C(F)(F)F)Nc1ccccc1N2 (centres undefined)	-6%
Cc1cccc(NC(=O)C2C(c3ccccc3)C2(Cl)Cl)c1C (centres undefined)	-2%

The list continues.
Structure	EphA4 KYL inhibition
CCC(C)n1c(S(=O)(=O)O)nc2ccccc21 (centres undefined)	6%
O=C(CSc1nnc(-c2ccc(OC(F)F)cc2)o1)NC(=O)NCc1ccco1	-5%
Cc1ccc(CN2C(=O)c3ccccc3C2C(=O)NCC2CCCO2)cc1 (centres undefined)	4%
CCn1cc(S(=O)(=O)CC(=O)Nc2ccc3c(c2)OCCO3)c2ccccc21	-12%
COc1ccc(NC(=O)CSc2nnc(COc3ccccc3)n2Cc2ccco2)cc1OC	1%
COc1ccc(Br)cc1C(=O)Nc1cccc(C)c1	-3%
COc1ccc(-c2nnc(SC3CCOC3=O)n2C2CCCCC2)cc1OC (centres undefined)	6%
CCOc1ccc(-n2c(=O)c3c4c(sc3n(CC(=O)NCc3ccco3)c2=O)CCC4)cc1	-12%
CN(C)S(=O)(=O)c1ccc2nc(NC(=O)c3cccs3)sc2c1	-9%
CC(C)NC(=O)CC1Nc2c3ccccc3nc(=S)n2C1=O (centres undefined)	-9%
CCOC(=O)c1cnc(SCC(=O)NCc2ccco2)nc1N	-17%
COCCNC(=O)CN(C(=O)CCC(=O)Nc1cc(C)on1)c1cccc(C)c1C	-5%
O=S(=O)(c1ccccc1Cl)N1CCC(O)(c2ccc3c(c2)OCO3)CC1	-2%
C=CCNC(=O)NC(=O)COC(=O)COc1ccc(Br)cc1F	0%
CCOc1ccccc1NC(=O)/C=C/C(N)=O	-11%
COc1ccc(-n2c(-c3ccco3)n[nH]c2=S)cc1	-4%
O=C1c2ccccc2C(=O)N1CCCc1nc(-c2ccncc2)no1	-15%
CCOC(=O)c1cc2ccc(O)cc2oc1=O	1%
CCOc1ccccc1C1CC(=O)Nc2cc3c(cc21)OCO3 (centres undefined)	-3%
NC(=O)C1(N2CCCCC2)CCN(C(=O)CCCn2c(=O)[nH]c3ccsc3c2=O)CC1	-5%
O=C(Nc1cc(Cl)cc(Cl)c1)c1cccc(OC(F)F)c1	-17%
Cc1cccc(C(=O)N2c3ccccc3C(=O)OC2c2ccc3c(c2)OCO3)c1 (centres undefined)	-2%
O=C(CN(Cc1ccccc1Cl)C(=O)c1ccc(CN2CCOCC2)o1)NCc1ccccc1	-11%
N#CC1=C(N)NC(SCC(=O)Nc2ccccc2)=C(C#N)C12CCCC2	-2%
Cc1ccc2nc(NCc3ccccc3)[nH]c2c1	-20%

The list goes on:
Structure	EphA4 KYL inhibition
Cn1c(=O)n(CCC(=O)O)c2ccccc21	-14%
O=C(Nc1cccc(Cl)c1Cl)C1CN(S(=O)(=O)c2ccccc2)CCN1S(=O)(=O)c1ccccc1 (centres undefined)	-6%
O=C(CSc1ncn[nH]1)c1ccccc1	-16%
Cn1nc(C(=O)Nc2c(-c3ccccc3)nc3sccn23)c2ccccc2c1=O	4%
CCOC(=O)C1=C(CSc2nc3c(cc2C#N)CN(C)CC3)OC(N)=C(C#N)C1c1ccccc1 (centres undefined)	-14%
COc1cccc(Nc2nc3ccccc3nc2-n2nc(C)cc2C)c1	22%
CCCCCC(O)(CCCCC)C(=O)NNc1ccccc1	-14%
O=C(NNS(=O)(=O)c1ccc(F)cc1F)C1Cc2c(ccc3ccccc23)O1 (centres undefined)	-17%
O=C(O)c1ccccc1C(=O)Nc1nccs1	-5%
CC(=O)Nc1ccc(OC(=O)CC2SC(=O)NC2=O)cc1 (centres undefined)	0%
CNC(=O)c1cc2cc(OC)ccc2oc1=O	-9%
O=S(=O)(c1ccc(Cl)cc1)n1nnc2ccccc21	-12%
O=C1NCCCc2c1oc1ccc(O)cc21	2%
Cn1c(NC(=O)c2ccco2)cc(=O)n(C)c1=O	-16%
COc1cc(C(C(=O)NC(C)(C)C)N(Cc2ccccc2)C(=O)c2cnccn2)cc(OC)c1OC (centres undefined)	-10%
COc1ccc(-c2csc(/C(C#N)=C(\O)CSc3nccn3C)n2)cc1OC	35%
COc1cc(-c2nn3c(-c4ccco4)nnc3s2)cc(OC)c1OC	-23%
COc1ccc(/C(O)=C2/C(=O)C(=O)N(CCN3CCOCC3)C2c2ccc(C)cc2)cc1 (centres undefined)	-6%
Cc1ccccc1NC(=O)c1cc(=O)c2ccccc2o1	-3%
Cc1ccccc1-c1nc(CN2CCCC(C(=O)NCCCN3CCOCC3)C2)c(C)o1 (centres undefined)	-4%
Cc1c(NC(=O)/C=C/c2cn(-c3ccccc3)nc2-c2ccccc2)c(=O)n(-c2ccccc2)n1C	-4%&-10%
O=C(/C=C/c1cccc([N+](=O)[O-])c1)NCCN1CCOCC1	-6%
O=C(CC(O)(c1ccccc1)C(F)(F)F)c1cccs1 (centres undefined)	-6%
COc1cccc(C(=O)Nc2ccc(F)c(F)c2F)c1	-3%
CC1(C)Cc2c(ccc3ccccc23)C(NNC(=O)c2cccnc2)=N1	-14%

Arranged by formula weight (lowest first): 5 of the compounds above
Structure	EphA4 KYL inhibition
COC(=O)c1cc(OC)cc([N+](=O)[O-])c1	-1%
O=C(/C=C/c1cccc([N+](=O)[O-])c1)NCCN1CCOCC1	-6%
Cc1ccc2nc3ccc(N4CCCCCCC4)nn3c(=O)c2c1	0%
CC1(C)Cc2c(ccc3ccccc23)C(NNC(=O)c2cccnc2)=N1	-14%
Cc1ccc(S(=O)(=O)N2CCN(c3nc(C(C)C)c4c(c3C#N)CC(C)(C)OC4)CC2)cc1	-7%

Continuation:
Structure	EphA4 KYL inhibition
CC(O)CNc1ncnc2nc[nH]c12 (centres undefined)	-11%
COc1cc(OC)cc(C(=O)NC2CCN(C(=O)N3c4ccccc4Sc4ccccc43)CC2)c1	-3%
CCOC(=O)c1c(-c2ccc(C)o2)csc1NC(=O)CSc1nnnn1-c1ccccc1	20%
C=CCSc1nc2ccccc2c2nc(-c3ccccc3)nn12	2%
CCOC(=O)Cc1csc(NC(=O)c2cccc(N3C(=O)CCC3=O)c2)n1	-11%
CCOC(=O)N1CCN(CC(O)COC2CC(C)CC(C)(C)C2)CC1 (centres undefined)	-3%
CCNC(=O)NC(=O)CSc1nc2ccccc2n1CC(C)C	-4%
CCn1c(SCC(=O)Nc2nc(C)c(C(=O)OC)s2)nnc1C(C)C	-1%
